mABHD4 FP: inhibits mouse alpha/beta hydrolase domain 4 | Q8VD66 | purified mABHD4, FP-Rh probe fluorescence polarization | inhibition, % at 8.92 µM | 370,000 tested, 0.54% active | AID 720543;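 active means inhibition exceeding the mean over every tested compound plus 3 SD, cut at about 30% in these data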;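 further: 0% = plate median of compound wells and 100% = S159A mutant with DMSO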
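Assay system: mouse ABHD4 enzyme, wild type / Also added: fluorescent activity-based probe FP-Rh / Doses: single nominal dose of 8.92 µM, 0.89% DMSO final / Timing: 45 min compound pre-incubation plus 60 min probe step, 25 °C / Signal: FP readout, ex 525 nm / em 598 nm / Control set: S159A mutant/DMSO as 100%, compound-well median as 0%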
MBD2 DNA inh: MBD2-methylated oligo binding inhibition. inhibition, % at 4.4 µM. Q9UBB5. TR-FRET, MBD2 binding to methylated oligonucleotide. AID 686964. 370,000 tested, 0.31% active; in the data active means inhibition above about 13%
Target sequence (Q9UBB5 whole entry, looked up): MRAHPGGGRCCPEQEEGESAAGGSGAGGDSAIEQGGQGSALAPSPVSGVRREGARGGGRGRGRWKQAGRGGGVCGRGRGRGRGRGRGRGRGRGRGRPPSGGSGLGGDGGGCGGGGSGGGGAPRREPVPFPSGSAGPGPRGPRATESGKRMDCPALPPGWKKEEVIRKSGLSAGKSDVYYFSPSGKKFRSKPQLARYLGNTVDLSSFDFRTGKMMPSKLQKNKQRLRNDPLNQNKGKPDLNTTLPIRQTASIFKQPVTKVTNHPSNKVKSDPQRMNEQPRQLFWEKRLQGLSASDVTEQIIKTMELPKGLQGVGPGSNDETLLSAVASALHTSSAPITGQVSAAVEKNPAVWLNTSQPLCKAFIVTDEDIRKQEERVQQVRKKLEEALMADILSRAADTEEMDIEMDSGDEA
PRMT1 FP inh: PRMT1 (human) inhibition, primary screen | Q99873 | recombinant PRMT1, activity-based probe fluorescence polarization | inhibition, % at 2.79 µM | AID 652257 | 370,000 tested, 1.3% active;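 active means inhibition above about 21% made by adding two undisclosed values, limit read from the data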
HTRA1 inhibitor: HTRA1 (human) protease inhibition; recombinant HTRA1, FP-rhodamine activity-based probe, fluorescence polarization; inhibition, % at 5.96 µM; 340,000 tested, 0.5% active; AID 504803; in the data active means inhibition above about 36%;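 further: 0% = enzyme with DMSO and 100% = wells lacking enzyme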
Target sequence (Q92743 whole entry, looked up): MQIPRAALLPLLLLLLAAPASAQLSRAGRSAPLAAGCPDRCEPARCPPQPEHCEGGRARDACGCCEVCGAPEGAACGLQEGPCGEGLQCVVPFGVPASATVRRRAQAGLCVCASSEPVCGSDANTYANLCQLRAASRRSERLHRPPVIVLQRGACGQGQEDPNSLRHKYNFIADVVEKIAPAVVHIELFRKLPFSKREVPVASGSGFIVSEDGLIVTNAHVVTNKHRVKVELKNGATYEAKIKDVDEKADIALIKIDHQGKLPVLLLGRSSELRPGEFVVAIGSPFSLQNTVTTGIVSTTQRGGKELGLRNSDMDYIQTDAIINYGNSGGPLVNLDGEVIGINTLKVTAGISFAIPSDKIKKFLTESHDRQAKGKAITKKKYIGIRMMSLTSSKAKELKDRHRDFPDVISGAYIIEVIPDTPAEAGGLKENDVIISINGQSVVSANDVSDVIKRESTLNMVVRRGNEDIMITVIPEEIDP
GC-B act: GC-B (human) receptor activation | P20594 | HEK293-GC-B cells, CNP EC30, cGMP TR-FRET; 0% at EC30 CNP, 100% saturating CNP | activation, % at 10 µM | 370,000 tested, 0.11% active | AID 1920062;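 active means activation at 10 µM reaching about 35% in either raw or pattern-adjusted values, limit read from the data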
UHRF1 binding: blocks human UHRF1 binding to methylated DNA; AID 687016; 370,000 tested, 0.75% active; UHRF1 binding to methylated oligo, TR-FRET; inhibition, % at 4.4 µM; in the data active means inhibition above about 21%;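 further: UHRF1 SRA domain binding a hemimethylated CpG hairpin DNA probe; 0% = median of test compound wells and 100% = reference inhibitor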
SIAE primary: blocks human sialic acid acetylesterase; Q9HAT2; SIAE FP-Rh probe binding, fluorescence polarization; inhibition, % at 9.66 µM; 370,000 tested, 0.69% active; AID 1053197;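 active means inhibition above a cutoff: mean of compounds within the control limits plus 3 SD of those, cut at about 17% in these data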;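 further: 0% = plate median of compound wells and 100% = probe without SIAE protein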
TCR-CD3 inh: blocks the human TCR-CD3 interaction | TAMRA-labeled TCR probe fluorescence, biochemical | inhibition, % at 9.4 µM | 360,000 tested, 0.37% active | AID 651800; in the data active means inhibition above about 19%;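 further: recombinant mutant TCR 2C K166C tagged with TAMRA read by polarization; 0% = receptor in buffer alone and 100% = receptor with positive control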
rCAG RNA binder: binds r(CAG) RNA repeats; r(CAG) RNA repeat, TO-PRO-1 dye displacement fluorescence; 370,000 tested, 1.3% active; inhibition, % at 3 µM;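 active means inhibition above the plate cutoff, the mean of all test compounds on that plate plus 3 SD, cut at about 35% in these data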;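 further: 0% = DMSO alone and 100% = 100 µM mitoxantrone as full dye displacement; higher means more dye released from RNA so lower well fluorescence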
NPR1 activator: GC-A (human) enzyme activation; HEK293 GC-A cells, cGMP TR-FRET, EC30 ANP; 0% at EC30 ANP, 100% saturating ANP; P16066; 370,000 tested, 0.14% active; AID 1671463; activation, % at 10 µM; in the data active means activation above about 40%
Active calls of the source: *; x = not tested or not shown.

No.	SMILES	HTRA1 inhibitor	SIAE primary	NPR1 activator	UHRF1 binding	mABHD4 FP	MBD2 DNA inh	PRMT1 FP inh	GC-B act	TCR-CD3 inh	rCAG RNA binder
1	CC(C)C(=O)Nc1ccc(C(=O)Nc2nnc(C(C)C)s2)cc1	-6	-3	-6	-1	-3	-2	-3	1	4	-1
2	CNC(=O)CN(C1CCCCC1)S(=O)(=O)c1ccc(F)cc1	4	12	3	-2	2	-1	-2	9	4	0
3	COc1ccc(Nc2ccc([N+](=O)[O-])cc2[N+](=O)[O-])cc1	-3	2	8	-3	1	-6	-8	2	-3	-4
4	NC(=O)C1CCN(C(=O)COc2ccc3ccccc3c2Br)CC1	1	-9	0	-2	-5	2	0	2	4	2
5	CCOC(OCC)c1cc2ccccc2cn1	4	3	1	8	7	3	2	6	3	4
6	Cc1ccccc1NS(=O)(=O)c1cc(C(=O)NCc2ccco2)ccc1C	-6	-12	-1	4	-10	2	10	2	6	5
7	Cc1cccc(N2CCN(c3ccc(NC(=O)/C=C\C(=O)O)cc3)CC2)c1	52*	15	-3	-1	39*	-3	10	-4	13	11
8	O=C(c1cccc(-c2ccc(O)cc2)c1)N1CCOCC1	4	-2	4	0	3	3	2	-1	-6	-2
9	Cc1ccc(-c2nn(-c3ccccc3)cc2/C=N/NC(=O)CSc2nnc(C)n2-c2ccccc2)cc1	-42	-41	-13	-2	-8	-4	-2	-19	5	10
10	CCOC(=O)[C@]12CCC=C1N(Cc1ccc3c(c1)OCO3)C(=O)[C@H](CC(=O)NCc1cccc3ccccc13)C2	x	-8	-8	1	-4	-3	1	-2	-8	7
11	COc1ccc(-c2c[n+](CC(=O)c3ccccc3)c3n2CCCCC3)cc1	-1	10	-2	-1	0	2	0	2	8	2
12	CN(Cc1ccccc1)C(=O)COC(=O)C12CC3CC(CC(Br)(C3)C1)C2	-15	-4	1	2	-6	6	4	0	0	-2
13	Cc1ccc(OCC(=O)N2CCC(N3CCCCCC3)CC2)cc1	2	-1	0	2	3	-5	0	-2	-8	-2
14	O=[N+]([O-])c1cccc(S(=O)(=O)N2CN(c3ccc(Br)cc3)c3nc4ccccc4nc32)c1	2	6	0	-3	7	-6	0	-3	0	8
15	C=CCn1c(O)c(N=NC(=S)Nc2cccc(C)c2)c2ccccc21	-18	8	2	6	-5	8	-3	-5	-5	18

Continuation:
No.	SMILES	HTRA1 inhibitor	SIAE primary	NPR1 activator	UHRF1 binding	mABHD4 FP	MBD2 DNA inh	PRMT1 FP inh	GC-B act	TCR-CD3 inh	rCAG RNA binder
16	CCOc1ccccc1NC(=O)c1ccccc1N(C)S(=O)(=O)c1ccc(C)cc1	-18	-2	-6	2	-6	4	2	-7	-1	7
17	CCOC(=O)/C(=N\Nc1ccccc1Cl)N1CCN(Cc2ccccc2)CC1	-11	-4	-5	6	4	-3	0	-1	3	-4
18	Cn1c(-n2c(-c3ccco3)nc3ccccc3c2=O)nc2ccccc21	-11	-3	1	0	-11	-7	-4	3	1	4
19	CCN(CC)S(=O)(=O)c1cccc(-c2nnc(SCC(=O)c3cc(C)n(C)c3C)o2)c1	-9	-1	-8	6	3	2	1	-3	1	7
20	CCOc1ccc(N(CC(=O)NCc2cccc(OC)c2)S(=O)(=O)c2c(C)noc2C)cc1	-3	-6	-3	0	3	0	5	-4	2	-4
21	CCc1ccc(OCC(=O)NC2CCCCC2)c(Br)c1	-15	4	-1	2	2	3	7	4	-4	-7
22	CC(Sc1nnc(CN2CCCC2)n1Cc1ccccc1)C(=O)Nc1ccccc1 (stereo unspecified)	-3	5	-9	2	-6	34*	-1	-8	-5	2
23	CN(C(=O)CSc1ncnc2sccc12)C1CCCCC1	1	1	-2	0	1	-5	-4	-1	3	1
24	O=C(CCc1nc2ccccc2c(=O)[nH]1)OCc1nnc(-c2ccccc2)o1	1	-7	1	4	-13	-7	-1	3	-7	6
25	Cc1c(Cl)cccc1-n1c(SCC(=O)N2CCC(C(=O)O)CC2)nnc1-c1ccncc1	-3	1	2	0	9	3	4	0	3	0
26	CCCCNC(=O)COC(=O)c1ccc(C)c(NC(=O)c2ccco2)c1	-7	4	0	-1	1	-6	-2	0	0	-6
27	COCc1[nH][nH]c(=O)c1C=Nc1ccc(C(F)(F)F)cc1	4	2	-1	4	6	3	2	-2	-2	-2
28	CCOC(=O)c1csc(N/N=C2\CCCc3ccccc32)n1	-5	2	-4	-1	13	0	3	-7	5	2
29	COc1ccc(NC(C)=O)cc1S(=O)(=O)NC1CCSc2ccccc21 (stereo unspecified)	5	3	-7	1	4	4	3	-11	-11	3
30	CC(Nc1ncnc2sccc12)c1ccccc1 (stereo unspecified)	-8	4	-6	-3	3	3	-2	-3	4	4

Following part:
No.	SMILES	HTRA1 inhibitor	SIAE primary	NPR1 activator	UHRF1 binding	mABHD4 FP	MBD2 DNA inh	PRMT1 FP inh	GC-B act	TCR-CD3 inh	rCAG RNA binder
31	Cc1ccnc(NS(=O)(=O)c2ccccc2)n1	3	-6	2	3	0	1	1	0	-2	0
32	COc1ccccc1Nc1ccc2nonc2c1[N+](=O)[O-]	2	-3	-4	-2	10	0	4	-4	-6	-2
33	O=C(NNC1=NS(=O)(=O)c2ccccc21)C1CC(=O)N(c2ccccc2)C1 (stereo unspecified)	4	3	-7	2	-1	1	-2	0	0	2
34	C[C@@H]1C(=O)O[C@H]2[C@H](O)[C@@]34[C@H]5C[C@@H](C(C)(C)C)[C@]36[C@@H](OC(=O)[C@@H]6O)O[C@@]4(C(=O)O5)[C@@]12O	-2	-2	3	2	0	3	2	1	-5	0
35	O=CNc1ccc(OC(=O)c2cncc(Br)c2)cc1	4	0	-5	6	-3	-1	2	-2	1	4
36	Cc1c(CCC(=O)O)c(=O)n2c([nH]c3ccccc32)c1C#N	-3	-1	-4	2	6	-1	1	-6	4	1
37	O=C1CC(N2CCC(Cc3ccccc3)CC2)C(=O)N1CCc1ccccc1 (stereo unspecified)	-5	2	8	1	4	1	47*	2	4	-6
38	CC(=O)N(c1ccccc1)c1nnc(-c2cnc(C)cn2)s1	8	1	5	0	-3	0	-1	-3	9	-3
39	C=CCn1c(SCC(=O)NC2CCS(=O)(=O)C2)nnc1-c1ccncc1 (stereo unspecified)	-3	3	6	-1	-2	-6	0	4	9	0
40	COC(=O)CSc1nnc(-c2ccccc2O)n1-c1ccc(C)cc1	6	-4	-1	0	6	-3	-2	-3	-4	1
41	CC(C)Nc1nc(NCCO)nc2ccccc12	x	-2	10	2	-3	3	-5	6	-3	3
42	CCOc1ccc(S(=O)(=O)N2CCN=C2Cc2ccccc2)cc1C	1	-4	2	-1	5	-5	0	-1	2	-2
43	O=C(NCc1ccc(F)cc1)C(Cc1ccccc1)NS(=O)(=O)c1cccs1 (stereo unspecified)	-6	10	-2	-2	2	-3	2	-1	4	-4
44	O=C(c1ccc2nc(N3CCOCC3)sc2c1)N1CCCC1	-3	-4	5	2	2	-1	-3	1	-1	0
45	CN1C(C(=O)NCc2ccco2)=CC(c2ccc(F)cc2)=NS1(=O)=O	-8	3	2	-2	-9	-1	0	2	2	2

Two records picked at random from those above, as already listed:
No.	SMILES	HTRA1 inhibitor	SIAE primary	NPR1 activator	UHRF1 binding	mABHD4 FP	MBD2 DNA inh	PRMT1 FP inh	GC-B act	TCR-CD3 inh	rCAG RNA binder
40	COC(=O)CSc1nnc(-c2ccccc2O)n1-c1ccc(C)cc1	6	-4	-1	0	6	-3	-2	-3	-4	1
42	CCOc1ccc(S(=O)(=O)N2CCN=C2Cc2ccccc2)cc1C	1	-4	2	-1	5	-5	0	-1	2	-2

(cont.)
No.	SMILES	HTRA1 inhibitor	SIAE primary	NPR1 activator	UHRF1 binding	mABHD4 FP	MBD2 DNA inh	PRMT1 FP inh	GC-B act	TCR-CD3 inh	rCAG RNA binder
46	O=C(O)CC/C(=N\NC(=O)CNC(=O)c1ccc(F)cc1)c1ccccc1	1	-1	-3	-2	3	0	-1	3	1	-3
47	COc1ccc(C(NC(=O)/C=C/c2ccco2)c2ccc(OC)cc2)cc1	-33	-2	5	1	-9	-1	14	0	-2	15
48	CN(C)S(=O)(=O)c1ccc(Cl)c(NC(=O)COC(=O)CNC(=O)c2ccco2)c1	4	4	4	-2	1	0	3	3	-5	0
49	S=C(N/N=C1\C2CN3CCN(C2)CC1(c1ccccc1)C3)Nc1ccccc1	4	4	-5	-6	10	1	0	-6	4	0
50	O=C(Cc1ccc(-n2c(=O)c3ccccc3n(Cc3ccccc3F)c2=O)cc1)NCC1CCCO1 (stereo unspecified)	-4	3	29	1	-6	3	0	27	3	-2
51	C#CCOCCOCCOCCNc1nc(N2CCN(C(=O)[C@H](CCC(=O)O)n3cc([C@@H](N)CCCCN)nn3)CC2)nc(N2CCN(C(=O)[C@H](CCC(=O)O)n3cc([C@@H](N)CCCCN)nn3)CC2)n1	3	0	3	2	-2	-1	-3	0	-1	4
52	Nc1c(Cl)ncnc1NCCc1ccc(O)cc1	4	-31	6	4	-2	6	3	6	-7	-1
53	O=C(c1nn2c(C(F)(F)F)cc(-c3cccs3)nc2c1Br)N1CCCc2ccccc21	-2	0	1	-1	-3	0	-1	-3	4	4
54	Cc1ccc(OCC(=O)N2N=C(c3ccncc3)CC2(O)C(F)(F)F)cc1C (stereo unspecified)	9	2	-2	8	-11	-1	-1	-3	-11	-2
55	CCN(CC)CCCN=C1N[C@@H](c2cccc(F)c2)C(C(=O)OC)=C(C)N1Cc1ccccc1	1	2	-6	2	7	-1	1	-13	3	7
56	CN(C)S(=O)(=O)N1CCC(Oc2ccc(C(=O)NCc3cnn(C)c3)cc2)CC1	-7	-4	-1	1	1	3	0	2	-4	-7
57	CCC(NC(=O)c1ccccc1Br)c1ccccc1 (stereo unspecified)	-18	-3	-3	-2	1	-4	4	4	1	-1
58	CCCC(=O)N1CCCC1(C)C(=O)Nc1ccc2nc(C)ccc2c1 (stereo unspecified)	x	1	-5	0	-2	-11	-5	7	4	3
59	COc1ccc(C(=O)CC(=O)C(=O)Nc2ccccc2C(F)(F)F)cc1	4	9	-2	-1	10	0	0	-1	7	4

Compound activity from PubChem BioAssay.

These rows are one share of the data; count on the stated rates, not on these rows.
